# C2C12 statin: suppressors of statin myotoxicity in C2C12 myotubes, primary screen, cell-based, single point, plate reader; rescue of ATP level, % at 7.49 µM; C2C12 myotubes + simvastatin, ATP luminescence, 48 h; scaled: DMSO 0, geranylgeraniol control 100; hit rate 0.78% among 330,000;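 active = mean ATP rescue above about 67%, or every replicate alone reaching that limit, limit read from the data, passing the limit was not always enough; inconclusive = no clear call, values can overlap the other calls; inactive = mean under the limit and some replicate under it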;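 note: myotubes were challenged with 10 µM simvastatin during compound exposure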
# Xi reactivation: activators of inactive X chromosome reactivation, primary screen, imaging, XiGFP fibroblasts, GFP high-content imaging, set 2 | XiGFP mouse fibroblasts, % GFP-positive cells imaging, 3 d; cells co-treated with 5-aza-dC sensitizer; scaled so ellipticine positive control = 100% | activation, % at 7.58 µM | hit rate 0.055% among 360,000;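 active = mean normalized replicate activation at least 10% and every replicate at or above 10%; inconclusive = only one of the two criteria met; inactive = mean below 10% and not all replicates reach 10%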;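 note: 0% = median of on-plate neutral control wells and 100% = ellipticine 6 µM median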
#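 System: 68-5-11 XiGFP fibroblast line | Buffer or medium: DMEM containing 5-aza-dC | Compound: Single point | Times: Compounds 3 days, fix/stain 15 min at room temperature | Benchmarks: Positive control ellipticine, 6 µM final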
# ERAP1 HTS inh: human ERAP1 aminopeptidase inhibitors, primary screen, biochemical, single point, plate reader; recombinant ERAP1, Leu-AMC fluorescence, 60 min; inhibition, % at 10.7 µM; hit rate 0.15% among 340,000;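 active = mean replicate inhibition of at least 30%, or all replicates individually reaching that 30% level; inactive = mean below 30% and not every replicate reaching it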;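 note: 0% = neutral control wells and 100% = L-leucinethiol positive control wells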
# Target sequence (Q9NZ08 whole entry, looked up): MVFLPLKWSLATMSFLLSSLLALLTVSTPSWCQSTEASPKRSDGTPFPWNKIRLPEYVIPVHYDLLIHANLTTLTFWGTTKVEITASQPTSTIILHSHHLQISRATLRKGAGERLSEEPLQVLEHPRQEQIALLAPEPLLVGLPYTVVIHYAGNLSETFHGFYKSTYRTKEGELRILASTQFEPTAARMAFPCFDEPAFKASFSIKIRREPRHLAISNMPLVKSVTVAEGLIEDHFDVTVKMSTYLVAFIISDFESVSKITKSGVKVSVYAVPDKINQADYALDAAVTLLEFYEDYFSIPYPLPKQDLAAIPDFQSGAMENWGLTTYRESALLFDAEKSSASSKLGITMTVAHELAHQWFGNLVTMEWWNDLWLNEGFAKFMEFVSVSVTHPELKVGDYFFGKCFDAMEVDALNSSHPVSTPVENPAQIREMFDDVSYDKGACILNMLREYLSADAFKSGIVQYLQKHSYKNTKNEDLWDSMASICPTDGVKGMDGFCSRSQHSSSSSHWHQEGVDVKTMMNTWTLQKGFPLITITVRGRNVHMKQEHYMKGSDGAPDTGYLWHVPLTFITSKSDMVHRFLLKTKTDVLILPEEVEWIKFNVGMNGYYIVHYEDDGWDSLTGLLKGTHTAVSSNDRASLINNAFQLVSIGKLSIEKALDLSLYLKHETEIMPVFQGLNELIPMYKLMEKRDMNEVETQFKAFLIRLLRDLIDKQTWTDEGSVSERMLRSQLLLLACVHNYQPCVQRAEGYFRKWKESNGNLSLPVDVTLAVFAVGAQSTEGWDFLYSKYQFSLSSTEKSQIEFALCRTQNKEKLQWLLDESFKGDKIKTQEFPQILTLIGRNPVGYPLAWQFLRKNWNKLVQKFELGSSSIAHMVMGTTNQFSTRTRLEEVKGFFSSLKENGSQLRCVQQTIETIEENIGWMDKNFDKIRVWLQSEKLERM
# PGC1a acetyl inh: inhibitors of PGC1a acetylation signal, primary screen, cell-based, U2OS, AlphaScreen, inhibitor mode; AlphaScreen anti-acetyl-lysine; with virally co-expressed GCN5 acetyltransferase; inhibition, % at 15.6 µM; hit rate 0.17% among 350,000; AID 651687, 2012;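 active = every replicate shows inhibition of at least 40%; inconclusive = mean inhibition at least 40% but some replicate below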;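 note: 0% = neutral control wells and 100% = positive control wells; some results beyond the cut were filed as inactive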
# SIRT5 inh: SIRT5 desuccinylase inhibitors, primary screen, biochemical, fluorescence imaging, single point, set 5 | Purified SirT5, succinyl-peptide AMC, trypsin-coupled fluorescence | inhibition, % at 15 µM | AID 652115, 2013 | hit rate 1.1% among 330,000; in the data active = inhibition above about 15%; inconclusive = no clear call, values can overlap the other calls
# S100A4 inh HTS: inhibitors of S100A4-myosin IIA peptide binding, primary screen, biochemical, fluorescence polarization, TAMRA-MyoIIA peptide | Protein S100-A4 (Homo sapiens), P26447 | inhibition, % at 10.7 µM | hit rate 0.14% among 360,000;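 active = mean inhibition of at least 70% across replicates, with every replicate also reaching that level; inconclusive = mean inhibition reaches 70% but some replicates fall short; inactive = mean inhibition below 70%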
# Target sequence (P26447 whole entry, looked up): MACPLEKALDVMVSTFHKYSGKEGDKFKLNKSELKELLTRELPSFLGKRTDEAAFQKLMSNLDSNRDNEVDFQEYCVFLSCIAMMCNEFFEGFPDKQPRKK
#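 System – human S100A4 monomer protein, biochemical binding assay · Buffer or medium – Calcium-containing HEPES buffer, pH 7.2 · Timing – 5 min between mix addition and reading · Also added – TAMRA-labelled myosin IIA heavy-chain peptide probe, 5 nM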
# LGR2 antag: inhibitors of bursicon-induced LGR2 CRE-luciferase signal, primary screen, cell-based, HEK293, CRE-luciferase reporter, bursicon stimulation. Drosophila bursicon receptor LGR2 (rickets). bursicon-stimulated, 4 h. inhibition, % at 9.99 µM. hit rate 0.35% among 380,000. AID 720647, 2013;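 active = drop in luminescence signal, shown as inhibition above about 50% in the replicate tests, limit read from the data, passing the limit was not always enough; inconclusive = probably only some replicates passing the limit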;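 note: agonist challenge used bursicon conditioned medium at about half maximal strength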
# Cneo AK release: Cryptococcus neoformans cell lysis inducers, primary screen, AK release luminescence, single concentration. C. neoformans lysis, adenylate kinase release luminescence, 4 h; normalised: neutral wells 0, clomiphene wells 100. lysis activity, % at 15 µM. hit rate 0.2% among 360,000;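 active = mean lysis activity across replicates of at least 80%, whatever share of replicates individually reach that level; inactive = mean lysis activity below 80%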
#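 Schedule: static 4 h at 37 °C with compound, 1 h detection; system: C. neoformans cells; benchmarks: Clomiphene as positive control; buffer or medium: fresh YPD medium; measure: luminescence rise reflecting yeast cell lysis; measured by: luminescent adenylate kinase detection reagent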
# Active calls of the source: *; ? = inconclusive; . = no result given. A portion of the library; rates above refer to the full screens.
SMILES,C2C12 statin,Xi reactivation,ERAP1 HTS inh,PGC1a acetyl inh,SIRT5 inh,S100A4 inh HTS,LGR2 antag,Cneo AK release
CCOC(=O)N1CCN(c2c(NCCN3CCN(c4ccccc4F)CC3)c(=O)c2=O)CC1,-1,-0.2,-1,-4,0,-3,-4,-3
COC(=O)c1cc(-c2ccc(C)o2)nc2ccccc12,.,0.1,.,.,.,3,-10,1
CCOC(=O)C1CCN(C(=O)NS(=O)(=O)c2ccc(C)cc2)CC1,3,0.0,2,10,0,-4,-8,0
Cc1noc(C)c1S(=O)(=O)N(C)C[C@H]1Oc2ccc(NC(=O)Nc3cccc4ccccc34)cc2CC(=O)N([C@H](C)CO)C[C@@H]1C,?,0.0,-1,4,4,-6,18,-3
CN1C(=O)c2cc(NC(=O)C3CCOCC3)ccc2OC[C@@H]2O[C@H](CC(=O)O)CC[C@@H]21,-7,0.0,.,4,.,.,-11,.
COC(=O)NCC(c1ccco1)N1CCN(c2ccccc2)CC1 (centres undefined),.,-0.2,3,-6,2,-5,10,.
C=CCCC1CN(Cc2ccc(OC)cc2)S(=O)(=O)c2c(Oc3ccc(F)cc3OC)cccc2O1 (centres undefined),.,0.3,-2,.,1,5,12,.
COc1ccc(-c2noc(C3CCCN(C(=O)c4ccccc4OC)C3)n2)cc1 (centres undefined),1,0.0,-1,.,-2,-2,-1,-2
COc1ccccc1NC(=O)Nc1ccnn1C1CCN(C(=O)c2cccnc2)CC1,10,0.0,-2,.,-3,3,-3,12
CC(=O)c1ccc(C(=O)N2CCCC(C(=O)c3ccc(Cl)cc3)C2)s1 (centres undefined),-3,0.7,-1,.,1,-3,0,2
O=C(C1CCCCC1)N1CC(=O)N2[C@@H](CO)[C@H](c3ccc(C#CCc4ccccc4)cc3)[C@@H]2C1,.,0.1,0,-9,-1,9,-5,.
Cc1noc(C)c1NC(=O)N(C)C[C@@H]1OCCCC[C@@H](C)Oc2ccc(NS(=O)(=O)c3ccc(F)cc3)cc2C(=O)N([C@H](C)CO)C[C@H]1C,28,0.0,-3,.,0,-6,5,-3
CC1CC(C)CN(S(=O)(=O)c2ccc(NC(=O)C3CC(=O)N(Cc4ccccc4)C3)cc2)C1 (centres undefined),.,0.1,0,.,0,0,-10,0
COc1ccccc1C1C2CCCCC2(O)CCN1CC(=O)Nc1ccccc1 (centres undefined),.,.,-1,-4,-4,-4,-15,23
C[C@H](CO)N1C[C@H](C)[C@@H](CN(C)Cc2ccc(C(=O)O)cc2)OCCCC[C@H](C)Oc2ccc(NC(=O)Nc3ccccc3)cc2C1=O,7,0.2,-20,4,8,59,-11,-4
C[C@@H]1CCCCO[C@H](CN(C)S(=O)(=O)c2ccc(Cl)cc2)[C@@H](C)CN([C@@H](C)CO)C(=O)c2cc(NC(=O)Cc3ccccc3)ccc2O1,.,-0.7,2,19,9,14,14,-1
COc1ccc(NC(=O)CN(C)S(=O)(=O)c2cccc3nsnc23)cc1OC,6,0.4,.,9,.,.,2,1
CN1C(=O)c2cc(NC(=O)C3CC3)ccc2OC[C@@H]2O[C@H](CC(=O)NCc3cccc(F)c3)CC[C@H]21,7,0.0,.,18,.,.,-26,-1
NS(=O)(=O)c1ccc(CCNC(=O)NC2CCCCC2)cc1,.,0.3,5,8,0,12,11,.
COc1ccc(-c2oc3ccccc3c2C#CC(C)(C)O)cc1,12,0.0,-2,-2,0,-2,.,-1

# Retrieved by compound from above, seven records:
SMILES,C2C12 statin,Xi reactivation,ERAP1 HTS inh,PGC1a acetyl inh,SIRT5 inh,S100A4 inh HTS,LGR2 antag,Cneo AK release
O=C(C1CCCCC1)N1CC(=O)N2[C@@H](CO)[C@H](c3ccc(C#CCc4ccccc4)cc3)[C@@H]2C1,.,0.1,0,-9,-1,9,-5,.
COc1ccccc1C1C2CCCCC2(O)CCN1CC(=O)Nc1ccccc1 (centres undefined),.,.,-1,-4,-4,-4,-15,23
COc1ccc(-c2oc3ccccc3c2C#CC(C)(C)O)cc1,12,0.0,-2,-2,0,-2,.,-1
COc1ccc(NC(=O)CN(C)S(=O)(=O)c2cccc3nsnc23)cc1OC,6,0.4,.,9,.,.,2,1
C[C@@H]1CCCCO[C@H](CN(C)S(=O)(=O)c2ccc(Cl)cc2)[C@@H](C)CN([C@@H](C)CO)C(=O)c2cc(NC(=O)Cc3ccccc3)ccc2O1,.,-0.7,2,19,9,14,14,-1
C[C@H](CO)N1C[C@H](C)[C@@H](CN(C)Cc2ccc(C(=O)O)cc2)OCCCC[C@H](C)Oc2ccc(NC(=O)Nc3ccccc3)cc2C1=O,7,0.2,-20,4,8,59,-11,-4
CN1C(=O)c2cc(NC(=O)C3CC3)ccc2OC[C@@H]2O[C@H](CC(=O)NCc3cccc(F)c3)CC[C@H]21,7,0.0,.,18,.,.,-26,-1

# The list continues:
SMILES,C2C12 statin,Xi reactivation,ERAP1 HTS inh,PGC1a acetyl inh,SIRT5 inh,S100A4 inh HTS,LGR2 antag,Cneo AK release
Nc1c(C(=O)NCc2ccc3c(c2)OCO3)nnn1Cc1cccc(F)c1,22,.,.,0,-1,5,-1,5
Cc1ccc(C)c(S(=O)(=O)Nc2ccc3oc(C)c(C(=O)O)c3c2)c1,6,0.1,4,-7,8,1,-19,3
O=C(NC1CCCC1)N1CCCCN2[C@H](CO)[C@H](c3ccc(/C=C/c4ccccc4)cc3)[C@H]2C1,-7,1.1,2,-2,5,-6,3,15
Cc1noc(C)c1NC(=O)Nc1cccc2c1O[C@@H](CN(C)Cc1ccc(C(F)(F)F)cc1)[C@H](C)CN([C@H](C)CO)C2=O,49,0.1,1,-4,-2,37,-16,-4
COc1ccc2c3c(n(C)c2c1)[C@@H](CO)N(C(=O)Cc1ccccc1)CC31CN(C(C)=O)C1,.,0.2,-1,2,.,-19,3,.
O=c1c(Cl)c(N2CCN(c3ccccc3)CC2)cnn1C12CC3CC(CC(C3)C1)C2,.,0.2,.,-11,.,.,3,1
O=C(NCc1ccco1)/C(=C\c1ccco1)NC(=O)c1ccccc1Cl,3,0.1,-4,5,-2,2,0,5
COC(=O)c1ccc2c(=O)n(-c3ccccc3)c(SCN3C(=O)c4ccccc4C3=O)nc2c1,-1,-0.1,4,-3,.,-2,.,0
COc1cccc(CNC[C@H]2O[C@@H](n3cnc(C(N)=O)n3)[C@H](O)[C@@H]2O)c1OCc1ccc(F)cc1Cl,6,0.0,.,5,.,3,5,6
Cc1nn(-c2cccc(Cl)c2)nc1C(=O)Nc1cccc(C(=O)NC2CC2)c1,-11,0.0,-5,.,-1,-2,28,8
COC(=O)C[C@@H]1C=C[C@H](NC(=O)Nc2ccc(C(F)(F)F)cc2)[C@@H](CO)O1,-3,0.2,1,1,1,4,4,-5
O=S(=O)(Nc1ccccc1C(F)(F)F)c1ccc(-c2ccccn2)s1,-3,0.1,1,.,2,-8,-12,1
Cc1ccc(N/C=C/C(=O)c2ccco2)c(O)c1,3,-0.1,7,-8,2,-4,-55,.
COc1cc(SC)ccc1C(=O)Nc1cccc(S(=O)(=O)NC2=NCCCCC2)c1,5,0.1,2,-11,-2,6,-11,-7
C[C@@H]1CN([C@@H](C)CO)C(=O)c2cccc(NS(=O)(=O)c3ccccc3)c2O[C@@H]1CN(C)Cc1ccc(Cl)c(Cl)c1,-16,0.2,1,-8,0,-1,.,-4
CCCCc1cc(=O)oc2c(C)c(OCC(=O)N3CCC(C(=O)O)(c4ccccc4)CC3)ccc12,-4,.,1,11,-5,-5,7,-2
CO[C@H]1CN(C)C(=O)c2cc(NS(C)(=O)=O)ccc2OC[C@H](C)N(Cc2cncnc2)C[C@H]1C,-22,0.1,.,3,-3,4,3,2
O=C(CCCN1C(=O)/C(=C\c2ccco2)SC1=S)Nc1cccc2ccccc12,.,-0.1,1,.,-4,16,9,.
COc1ccccc1-c1noc2c1C(=O)N(Cc1cn(C3CCCC3)nn1)CC2,.,0.1,0,.,-2,-3,-37,.
COc1cccc(-c2ccc([C@H]3[C@@H](CO)N4C(=O)CN(C(=O)NC(C)C)C[C@@H]34)cc2)c1,.,0.2,-2,-2,-1,10,-11,.
COc1ccc(C(=O)CSc2nnc(CNC(=O)c3ccc(OC)cc3)n2C)cc1,18,.,0,-5,1,0,6,-1
C=CCn1c(-c2sc3nc(C)cc(C)c3c2N)n[nH]c1=S,.,0.0,1,12,-3,-7,.,-5
CC1(c2ccccc2Br)NC(=O)N(CC(=O)Nc2ccc(S(N)(=O)=O)cc2)C1=O (centres undefined),61,0.4,0,6,1,-8,-3,0
OC[C@H]1[C@@H](c2ccccc2)C2(CN(CCC(F)(F)F)C2)N1Cc1ccncc1,.,0.0,-2,1,2,1,-8,.
CCOc1ccc(NC(=O)CN(C)C(=O)c2cccnc2Sc2ccc(Cl)cc2)cc1OCC,1,0.5,-2,-7,0,-1,12,0
O=C(NCC1CC1)[C@H]1[C@H](CO)[C@H]2Cn3c(cccc3=O)[C@H]2N1C(=O)CC1CC1,5,0.2,0,.,3,-2,16,0
C[C@@H]1CN([C@@H](C)CO)C(=O)Cc2cc(NC(=O)CCCCCC(=O)Nc3ccccc3N)ccc2O[C@H]1CN(C)Cc1ccc2c(c1)OCO2,.,.,0,3,8,3,.,.
O=C(Nc1cccc(F)c1)N1CCCCN2[C@@H](CO)[C@@H](c3ccc(C#Cc4cccnc4)cc3)[C@@H]2C1,-4,0.0,2,-25,7,17,-15,-9
Cc1ccc(NC(=O)CSc2n[nH]c(-c3ccco3)n2)cc1,11,0.0,-4,.,2,2,-4,-2
CCOC(=O)C1(CCOc2ccccc2)CCN(Cc2ccc(OC)cc2)CC1,-22,0.0,-4,.,.,0,13,6
COC(C[C@@H](O)CC(=O)COCc1ccccc1)OC,1,0.0,-1,-11,-15,-1,-5,1
O=S(=O)(N[C@H]1CC[C@@H](CCn2cc(-c3ccccc3F)nn2)O[C@H]1CO)c1ccc(Cl)cc1,10,-0.2,0,-12,2,-3,8,-1
